Screens (PubChem BioAssay)
12-LOX inh = Primary qHTS assay for inhibitors of human arachidonate 12S-lipoxygenase (ALOX12): Round 2. Polyunsaturated fatty acid lipoxygenase ALOX12 (Homo sapiens), P18054. Potency, µM (doses to about 108 µM), for inactives: at the top dose activity change, negative = inhibition, most hits filed as inhibitors. AID 1671190, 2021. purified 12hLO, xylenol orange hydroperoxide absorbance. actives 1.1% (n = 580,000); note: potency is the fitted concentration of half-maximal effect; % is set by controls: 0 for no effect and ±100 for the full control effect
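Hydroperoxide product was detected by ferrous iron/xylenol orange as the 573 to 405 nm absorbance ratio. Arachidonic acid at 40 uM (final) was turned over for 30 min at room temperature by 150 nM human 12hLO, pH 7.0 Hepes buffer, after 15 min compound preincubation.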
LDHA block = qHTS assay for inhibitors of human lactate dehydrogenase. purified LDHA, NADH/diaphorase-resazurin fluorescence; stronger effect = lower value. L-lactate dehydrogenase A chain (Homo sapiens), P00338. activity change, % (values are at about 110 or 230 µM). AID 1347041, 2019. actives 0.15% (n = 480,000); in the data active = activity change below about -30%; inconclusive = mostly about -25% to -30%;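 note: plate controls were DMSO wells for no effect and wells without enzyme for full effect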
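Enzyme activity of human lactate dehydrogenase 5 (2 nM; 0.06 mM NADH, 0.2 mM pyruvate, 5 min, RT) is measured via a resazurin/diaphorase fluorescence readout of residual NADH.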
D2 antag = HTS Assay for Allosteric Antagonists of the Human D2 Dopamine Receptor: Primary Screen for Antagonists | HEK293 TREx D2 cells, calcium flux, dopamine EC80 | inhibition, % at 10 µM | actives 2% (n = 340,000) | AID 485344, 2010; in the data active = inhibition above about 30%; note: 0% is about no effect
Target sequence (P14416 whole entry, looked up): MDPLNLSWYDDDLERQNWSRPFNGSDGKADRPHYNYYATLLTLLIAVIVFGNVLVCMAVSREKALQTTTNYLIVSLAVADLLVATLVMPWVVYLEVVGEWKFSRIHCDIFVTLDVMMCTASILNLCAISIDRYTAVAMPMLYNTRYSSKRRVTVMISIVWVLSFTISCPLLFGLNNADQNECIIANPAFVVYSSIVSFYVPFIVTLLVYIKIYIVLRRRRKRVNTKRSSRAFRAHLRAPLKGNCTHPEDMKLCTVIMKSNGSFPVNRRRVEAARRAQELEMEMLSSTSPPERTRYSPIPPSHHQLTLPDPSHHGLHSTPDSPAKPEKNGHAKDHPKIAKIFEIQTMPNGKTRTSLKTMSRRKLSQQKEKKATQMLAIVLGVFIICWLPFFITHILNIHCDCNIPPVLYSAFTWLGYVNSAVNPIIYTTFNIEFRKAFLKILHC
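Dopamine at EC80 is the agonist stimulus; test compounds precede it by 180 s. Calcium flux read kinetically in a force-coupled, inducible HEK293 T-REx D2 cell line.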
Glioma ERSR ind = qHTS for Inducers of the Endoplasmic Reticulum Stress Response (ERSR) in Human Glioma: qHTS | actives 0.02% (n = 420,000) | Potency, µM, for the others: top-dose activation, actives largely listed as activators | U87-MG GRP78 promoter luciferase reporter, 16 h; note: potency is the fitted concentration of half-maximal effect; series mostly up to about 76 µM; % of control where 0% means no effect; nearly all actives have a fitted effect of over 35% in size
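ERSR induction read as luciferase luminescence (Bright-Glo, 10 min at room temperature) in stably transfected human U87-MG glioma cells exposed to compounds for 16 h, using GRP78 as sensor.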
RGS4 inhibitor = Inhibitors of Regulator of G Protein Signaling (RGS) 4: qHTS; Regulator of G-protein signaling 4 (Homo sapiens), P49798; Transcreener GDP fluorescence polarization, RGS4-accelerated GTP hydrolysis; actives 0.039% (n = 390,000); Potency, µM (series often up to 114 µM), for the others: top-dose activity change, negative = inhibition, most hits filed as inhibitors; note: potency is the fitted concentration of half-maximal effect; % is set by controls: 0 for no effect and ±100 for the full control effect; nearly all actives have a fitted effect of over 75% in size; some results filed as inactive show a strong effect at the top dose
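MLSMR compounds (23 nl, pin-transferred) preincubated 10 min at room temperature with a 500nM (2x) first reagent, then RGS4 at 900nM (2x) plus Transcreener GDP mix added; fluorescence polarization (620/688 nm) read before and after 90 min at 30 °C.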
Vif-A3G inh = qHTS for Inhibitors of Vif-A3G Interactions: qHTS; HeLa A3G-eYFP + Vif (tagged APOBEC3G with the HIV-1 protein that degrades it), YFP fluorescence, overnight; Potency, µM (highest dose often 46.1 µM), for inactives: at the top dose activity, negative = active, actives largely listed as inhibitors; actives 0.076% (n = 410,000); AID 602310, 2012;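 note: potency is the fitted concentration of half-maximal effect; % is set by controls: 0 for no effect and ±100 for the full control effect; nearly all actives have a fitted effect of over 60% in size; hits raise eYFP signal because A3G escapes Vif-driven loss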
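Read-out is eYFP fluorescence (Ex 488/Em 500-530) from Vif-expressing HeLa A3G-eYFP cells; more signal means A3G escaped Vif-mediated degradation. Cells plated overnight, compound pinned in, incubated overnight at 37 deg C.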
D2 ag = HTS Assay for Allosteric Agonists of the Human D2 Dopamine Receptor: Primary Screen for Agonists; D(2) dopamine receptor (Homo sapiens), P14416; HEK293 T-REx D2 cells, calcium flux agonist mode; activation, % at 2 µM; actives 0.53% (n = 340,000);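 active = activation over 3 SD above normal in the single-dose calcium agonist read, cut at about 30% in these data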; note: 0% is about no effect
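Tetracycline-induced HEK293 T-REx cells with force-coupled D2 receptor, plated overnight at 30 C, loaded with no-wash calcium dye. After a 10 s baseline, compound was pin-added and calcium flux read kinetically for 180 s; calcium rises flagged agonists.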
Vif-APOBEC3F blk = qHTS for Inhibitors of Vif-A3F Interactions: qHTS. Potency, µM (series often up to 46.1 µM), for the others: at the top dose activity, negative = active. HeLa A3F-eYFP + Vif (tagged APOBEC3F with the HIV-1 protein that degrades it), YFP fluorescence increase. actives 0.2% (n = 390,000). AID 602313, 2012; note: potency is the fitted concentration of half-maximal effect; % of control where 0% means no effect; nearly all actives have a fitted effect of over 65% in size
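HeLa cells stably expressing Vif plus C-terminally eYFP-tagged A3F were seeded, incubated overnight at 37 deg C, dosed with compound, incubated overnight again at 37 deg C. Yellow fluorescence (Ex 488/Em 500-530) reported blocked Vif-mediated A3F-eYFP degradation.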
ERG-DNA inh = qHTS for Small Molecule Inhibitors of the ERG Ets/DNA interaction; Transcriptional regulator ERG (Homo sapiens), P11308; actives 0.028% (n = 370,000); fluorescence polarization, His-ERG Ets domain / labelled DNA; Potency, µM (highest dose often 76.9 µM), for inactives: at the highest dose FP activity, negative = inhibition, actives largely listed as inhibitors; AID 624246, 2012; active = well fitted inhibition curve with a large enough effect in the polarisation, with a control signal flat; inconclusive = small, poorly fitted or top-dose-only effect, or effect the other way, or a change in a side signal; inactive = no such curve, though single readings can be large or run the other way; the % refers to the polarisation;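 note: polarization taken with two DNA probes labelled with fluorescein and Texas red; potency is the fitted concentration of half-maximal effect; % of control where 0% means no effect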
Target sequence (P11308 whole entry, looked up, the tested form may be a part): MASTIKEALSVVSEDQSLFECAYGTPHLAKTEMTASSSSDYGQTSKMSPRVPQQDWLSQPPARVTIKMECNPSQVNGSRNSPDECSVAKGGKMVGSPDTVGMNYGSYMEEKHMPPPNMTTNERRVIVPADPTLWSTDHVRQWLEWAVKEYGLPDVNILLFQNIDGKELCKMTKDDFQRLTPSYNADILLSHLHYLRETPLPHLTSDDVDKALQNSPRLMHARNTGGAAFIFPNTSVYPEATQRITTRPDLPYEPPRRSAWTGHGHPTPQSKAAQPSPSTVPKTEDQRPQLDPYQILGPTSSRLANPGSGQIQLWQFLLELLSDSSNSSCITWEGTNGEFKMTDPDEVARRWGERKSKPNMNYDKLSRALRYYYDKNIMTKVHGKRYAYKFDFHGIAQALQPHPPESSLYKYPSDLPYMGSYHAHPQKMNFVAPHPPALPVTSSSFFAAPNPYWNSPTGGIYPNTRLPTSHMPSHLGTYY
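His-tagged ERG Ets domain (1 uM in the protein solution; 300mM KCl, 50mM Tris-HCl, 1mM EDTA, 1mM DTT, pH 7.5) received compound, then a probe mix of 5 nM fluorescein-DNA and 100nM Texas-615-DNA. Fluorescence polarization was read for both dyes.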
An asterisk follows results filed as active; [ ] = another dose, or the depositor's remark. Unless noted, calls come from the whole dose curve; as a rule, active = well fitted curve in the direction sought with a large enough effect; inconclusive = small, poorly fitted or top-dose-only effect, or another doubt; inactive = no such curve, though single readings can be large; an effect the other way counts as inactive or inconclusive.

Screening O=C(Nc1ccccc1-c1ccccc1)C12CC3CC(CC(C3)C1)C2 returned 12-LOX inh 1.4%, LDHA block -5.8, D2 antag 14.1, Glioma ERSR ind 1.7%, RGS4 inhibitor -23.2%, Vif-A3G inh -2.8%, D2 ag 1.1, Vif-APOBEC3F blk 0.0% and ERG-DNA inh 2.5%.
Screening CC(C)(C)C(=O)Nc1ccc(C(=O)N/N=C/c2ccccc2OC(=O)c2ccc(Cl)cc2)cc1 returned 12-LOX inh -8.9%, LDHA block -3.6, D2 antag -11.6, Glioma ERSR ind -1.7%, RGS4 inhibitor -26.3%, Vif-A3G inh -1.1%, D2 ag 0.6, Vif-APOBEC3F blk -1.0% and ERG-DNA inh 4.0%.
`COc1ccc(C2N(c3ccc(Cl)cc3)C(=O)C3CCCN32)cc1` (centres undefined) gave 12-LOX inh 106.8%[activator], LDHA block 0.2, D2 antag 0.0, Glioma ERSR ind -4.4%, RGS4 inhibitor -13.6%, Vif-A3G inh -1.7%, D2 ag 0.9, Vif-APOBEC3F blk -0.7% and ERG-DNA inh -2.4%.
`CC(C)(C)c1nnc2sc(SCC(O)=C(C#N)c3nc4ccccc4[nH]3)nn2c1=O` gave 12-LOX inh -26.0%, LDHA block -1.4, Glioma ERSR ind -1.7%, RGS4 inhibitor -3.7%, Vif-A3G inh -4.0%, Vif-APOBEC3F blk inconclusive and ERG-DNA inh 9.1%.
`COc1cc(C)nc(N2CCCC(C(=O)NCC(C)C)C2)n1` (centres undefined) gave 12-LOX inh 4.6%, LDHA block -8.2, D2 antag 9.2, Glioma ERSR ind -4.4%, RGS4 inhibitor 2.4%, Vif-A3G inh 0.3%, D2 ag 0.3, Vif-APOBEC3F blk -2.3% and ERG-DNA inh 2.3%.
O=C1C=C(/C=C/c2ccccc2)C[C@@H](c2ccc(F)cc2)C1 was read as 12-LOX inh -8.6%, LDHA block 0.4, D2 antag -24.4, Glioma ERSR ind 1.7%, RGS4 inhibitor 18.6%, Vif-A3G inh 0.4%, D2 ag 1.0, Vif-APOBEC3F blk -0.3% and ERG-DNA inh -2.1%.
COc1cccc2sc(=NC(=O)CS(=O)(=O)c3ccc(Cl)cc3)n(C)c12 was read as 12-LOX inh inconclusive, LDHA block -5.8, D2 antag 3.9, Glioma ERSR ind -6.3%, RGS4 inhibitor 4.0%, Vif-A3G inh 0.4%, D2 ag -0.2, Vif-APOBEC3F blk -18.8% and ERG-DNA inh 0.8%.
For CN(C)S(=O)(=O)c1ccc(C(=O)NCCSc2ccccc2)cc1 the results were 12-LOX inh 28.2%, LDHA block -1.1, D2 antag -10.9, Glioma ERSR ind 2.8%, RGS4 inhibitor 12.6%, Vif-A3G inh 1.1%, D2 ag 0.4, Vif-APOBEC3F blk 1.7% and ERG-DNA inh 0.7%.
For CCc1nnc(NC(=O)c2ccc(-c3ccc([N+](=O)[O-])cc3Cl)o2)s1 the results were 12-LOX inh -25.1%, LDHA block -0.3, D2 antag 5.4, Glioma ERSR ind -5.1%, RGS4 inhibitor 12.0%, Vif-A3G inh -6.3%, D2 ag 0.7, Vif-APOBEC3F blk -7.6% and ERG-DNA inh 8.3%.
For CC1=CC(C)(C)NC(=S)N1c1ccc(C)cc1 the results were 12-LOX inh -17.5%, LDHA block 1.1, D2 antag -0.2, Glioma ERSR ind -2.7%, RGS4 inhibitor -2.5%, Vif-A3G inh 0.9%, D2 ag -0.4, Vif-APOBEC3F blk -6.2% and ERG-DNA inh 6.1%.
COc1ccc(CNC(=S)NCc2ccc(Cl)cc2)cc1OC was read as 12-LOX inh 50.1µM*, LDHA block -2.8, Glioma ERSR ind 0.0%, RGS4 inhibitor -1.4%, Vif-A3G inh 2.6%, Vif-APOBEC3F blk -8.3% and ERG-DNA inh -1.9%.
Screening CCOC(=O)C1Nc2ccc(OC(F)(F)F)cc2C2C=CCC12 (centres undefined) returned 12-LOX inh inconclusive, LDHA block 32.3, Glioma ERSR ind -4.7%, RGS4 inhibitor -40.5%, Vif-A3G inh -7.8%, Vif-APOBEC3F blk -5.7% and ERG-DNA inh 1.6%.
Screening O=C(NC1CCCCC1)C(c1ccccc1)N1CCC2(CC1)OCCO2 (centres undefined) returned 12-LOX inh 0.0%, LDHA block -8.1, D2 antag -3.4, Glioma ERSR ind -2.0%, RGS4 inhibitor 10.3%[11.4 µM], Vif-A3G inh -0.4%, D2 ag 0.2, Vif-APOBEC3F blk 4.0% and ERG-DNA inh -0.2%.
For COC(=O)c1ccc(NC(=O)CSc2nccn2CCc2ccccc2)cc1 the results were 12-LOX inh 1.9%, LDHA block -3.3, D2 antag 8.3, Glioma ERSR ind -2.0%, RGS4 inhibitor -11.0%[11.4 µM], Vif-A3G inh 2.7%, D2 ag 0.8, Vif-APOBEC3F blk -3.3% and ERG-DNA inh 7.6%.
Screening O=C(NCc1ccc(F)cc1)c1c2c(nc3ccccc13)CCC2 returned 12-LOX inh inconclusive, LDHA block -4.3, D2 antag 0.5, Glioma ERSR ind -2.5%, RGS4 inhibitor inconclusive, Vif-A3G inh 1.4%, D2 ag -1.0, Vif-APOBEC3F blk 5.1% and ERG-DNA inh 9.9%.
Screening CC(=O)Nc1nc2ccccc2n1Cc1ccccc1C returned 12-LOX inh -19.6%, LDHA block -5.1, D2 antag 1.0, Glioma ERSR ind 2.3%, RGS4 inhibitor -6.6%, Vif-A3G inh -1.2%, D2 ag 0.0, Vif-APOBEC3F blk inconclusive and ERG-DNA inh -6.6%.
`CCC1CCCCN1CCCNC(=O)CN1C(=O)COc2ccc(S(=O)(=O)N3CCOCC3)cc21` (centres undefined) gave 12-LOX inh -0.5%, LDHA block -2.5, D2 antag 7.6, Glioma ERSR ind -6.1%, RGS4 inhibitor 1.7%, Vif-A3G inh 3.4%, D2 ag 2.7, Vif-APOBEC3F blk -6.5% and ERG-DNA inh 7.1%.
For CCN(CC)C(=O)Cn1cnc2sc(C(=O)NCCCN3CCOCC3)c(C)c2c1=O the results were 12-LOX inh -1.3%, LDHA block -3.9, Glioma ERSR ind -4.0%, RGS4 inhibitor -12.5%, Vif-A3G inh -0.9%, Vif-APOBEC3F blk -4.3% and ERG-DNA inh 4.6%.
Cc1cc(N2CCCC2)c(C)cc1C=O was read as 12-LOX inh -24.8%, LDHA block -1.8, D2 antag 2.6, Glioma ERSR ind 4.6%, RGS4 inhibitor -7.5%, Vif-A3G inh 0.7%, D2 ag 0.2, Vif-APOBEC3F blk -3.0% and ERG-DNA inh 4.0%.
Screening COc1ccc(NC(=O)CNC(=O)Cc2cccc3ccccc23)cc1 returned 12-LOX inh -18.7%, LDHA block -2.4, Glioma ERSR ind 3.6%, RGS4 inhibitor -1.7%, Vif-A3G inh -0.1%, Vif-APOBEC3F blk 0.7% and ERG-DNA inh -5.3%.
For O=C(O)CCNc1nc(-c2ccccc2)c2cc(Br)ccc2n1 the results were 12-LOX inh -7.7%, LDHA block 1.6, D2 antag 6.3, Glioma ERSR ind -2.6%, RGS4 inhibitor -9.9%, Vif-A3G inh -4.4%, D2 ag 11.5, Vif-APOBEC3F blk -0.6% and ERG-DNA inh 2.1%.
Screening CSC1=N/C(=C\c2ccc(C)o2)C(=O)S1 returned 12-LOX inh 44.7µM*, LDHA block 3.0, D2 antag -15.2, Glioma ERSR ind 0.6%, RGS4 inhibitor -5.5%, Vif-A3G inh -7.0%, D2 ag 0.4, Vif-APOBEC3F blk 3.1% and ERG-DNA inh 4.2%.
For O=C(CS(=O)(=O)c1cccc2nsnc12)N1CCN(c2cccc(C(F)(F)F)c2)CC1 the results were 12-LOX inh -5.8%, LDHA block 2.6, Glioma ERSR ind -0.7%, RGS4 inhibitor -45.2%, Vif-A3G inh 0.9%, D2 ag 0.3, Vif-APOBEC3F blk -0.8% and ERG-DNA inh -1.9%.
`CC(C)(C)NC(=O)N1CCC(CO)(Cc2ccccc2Cl)CC1` gave 12-LOX inh -2.8%, LDHA block 2.5, D2 antag -11.3, Glioma ERSR ind -10.2%, RGS4 inhibitor 19.2%, Vif-A3G inh 0.5%, D2 ag -0.7, Vif-APOBEC3F blk 3.2% and ERG-DNA inh -17.2%.
For COc1ccc2[nH]cc(CCNC(=O)Cn3cc(C)c(=O)[nH]c3=O)c2c1 the results were 12-LOX inh -6.0%, LDHA block -18.6, Glioma ERSR ind 1.9%, RGS4 inhibitor -7.1%, Vif-A3G inh -0.8%, Vif-APOBEC3F blk 2.3% and ERG-DNA inh -2.5%.
CC(=O)N1c2ccc(S(=O)(=O)NCC3CCC(C(=O)Nc4ccccc4C)CC3)cc2CC1C (centres undefined) was read as 12-LOX inh -14.9%, LDHA block -3.8, Glioma ERSR ind -4.7%, RGS4 inhibitor -15.2%, Vif-A3G inh 9.8%, D2 ag 0.3, Vif-APOBEC3F blk 2.1% and ERG-DNA inh -1.2%.

These rows are one share of the data, so the mix of outcomes need not match the whole.
